# Assay outcomes deposited in PubChem BioAssay by Broad Institute.
# esBAF inh: inhibitors of esBAF chromatin remodeling in mouse ES cells; reporter increase, % at 12.5 µM; AID 602393; Bmi1-luciferase knock-in reporter, 24 h; 100% = twice the neutral-well signal; 350,000 compounds, 2% hits; in the data active = activation above about 40%;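 note: 0% = median of the plate's neutral control wells and 100% = double that signal; a rise in the Bmi1 reporter signal indicates esBAF inhibition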
# RAD52 anneal inh: RAD52 (human) annealing inhibition; P43351; inhibition, % at 18.7 µM; 360,000 compounds, 0.46% hits; recombinant RAD52 DNA annealing, FRET fluorescence;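 active = every replicate showing at least 50% inhibition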
# Target sequence (P43351 whole entry, looked up): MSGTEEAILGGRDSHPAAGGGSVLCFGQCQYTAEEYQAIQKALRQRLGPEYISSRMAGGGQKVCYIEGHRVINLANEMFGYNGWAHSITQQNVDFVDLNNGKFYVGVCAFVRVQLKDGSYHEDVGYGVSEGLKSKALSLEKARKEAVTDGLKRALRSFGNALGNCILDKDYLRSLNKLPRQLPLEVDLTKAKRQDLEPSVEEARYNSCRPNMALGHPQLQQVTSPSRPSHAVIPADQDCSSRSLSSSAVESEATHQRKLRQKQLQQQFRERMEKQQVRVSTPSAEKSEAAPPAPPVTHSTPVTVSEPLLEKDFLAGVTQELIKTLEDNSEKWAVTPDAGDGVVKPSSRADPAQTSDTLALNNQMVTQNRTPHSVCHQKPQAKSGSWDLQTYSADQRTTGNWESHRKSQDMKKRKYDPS
# F508del corr: CFTR F508del correction in bronchial cells; CFBE cells, YFP halide quenching; stimulated with forskolin plus potentiator P3; % fluorescence drop versus neutral controls; activity (quench increase), % at 7.58 µM; 350,000 compounds, 0.36% hits;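 active = mean added fluorescence quench of at least 8% versus neutral control, with both replicates also reaching 8%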;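 note: cells transiently co-express mutant CFTR-F508del with the halide-sensitive YFP; corrector assay measuring rescue of mutant channel to the surface after 24 h compound exposure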
# RAD54 inh: RAD54 (human) branch migration inhibition; Q92698; RAD54 Holliday junction branch migration, FAM/BHQ fluorescence; inhibition, % at 10.4 µM; 360,000 compounds, 0.14% hits;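 active = mean normalized replicate activity at least 40 and at least half of replicates scoring 40 or more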;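 note: 0% = median of neutral control wells and 100% = median of positive control wells; inhibitors cause a drop in the FAM fluorescence signal; in these data hits start at about 50%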
# ARNT TACC3 PPI: ARNT/TACC3 interaction disruption | AlphaScreen His-ARNT PAS-B/GST-TACC3 binding, luminescence; TACC3 fragment carries E629A point mutation | inhibition, % at 9.99 µM | 390,000 compounds, 0.66% hits | AID 623870;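 active = mean inhibition of replicates at least 50% and at least half of replicates each reaching 50%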;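 note: 0% = complete ARNT plus TACC3 wells and 100% = ARNT alone without TACC3; many hits fall short of the cut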
# ERAP1 inh: blocks human ERAP1 aminopeptidase activity; inhibition, % at 10.7 µM; recombinant ERAP1, Leu-AMC fluorescence, 60 min; 340,000 compounds, 0.15% hits; Q9NZ08;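 active = mean replicate inhibition of at least 30%, or all replicates individually reaching that 30% level; inactive = mean below 30% and not every replicate reaching it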;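 note: 0% = neutral control wells and 100% = L-leucinethiol positive control wells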
# GSIS activator: GLuc luminescence reporter in INS-1E cells, primary screen for activators of glucose-dependent secretion of insulin | 370,000 compounds, 0.61% hits | INS-1E GLuc reporter insulin secretion, 2-3 h | AID 743287 | activation, % at 16.6 µM;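 active = lowest replicate activation of at least 40%, so every replicate reaches that level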;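 note: 0% = median of neutral control wells and 100% = median of IBMX positive control wells; some compounds called inactive have numbers as strong as hits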
# Xi reactivation: X-chromosome reactivation activator; 360,000 compounds, 0.055% hits; activation, % at 7.58 µM; XiGFP mouse fibroblasts, % GFP-positive cells imaging, 3 d; cells co-treated with 5-aza-dC sensitizer; scaled so ellipticine positive control = 100%;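 active = mean normalized replicate activation at least 10% and every replicate at or above 10%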;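 note: 0% = median of on-plate neutral control wells and 100% = ellipticine 6 µM median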
#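 System: 68-5-11 XiGFP fibroblast line | Buffer or medium: DMEM containing 5-aza-dC | Compound: Single point | Times: Compounds 3 days, fix/stain 15 min at room temperature | Benchmarks: Positive control ellipticine, 6 µM final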
# * hit, by the source's call; nt = not tested or not shown. Rows were taken by chance. About 3.3% of those tested had a hit in this group.
SMILES,esBAF inh,RAD52 anneal inh,F508del corr,RAD54 inh,ARNT TACC3 PPI,ERAP1 inh,GSIS activator,Xi reactivation
O=c1[nH]c(SCc2ccc(Cl)cc2)nc2ccsc12,nt,-12,-0.7,nt,nt,0,17,0.0
Cc1ccc(C(=O)N2CC(=O)Nc3ccc(F)cc3C2c2ccccc2)cc1 (stereo not given),-3,-13,2.6,-2,1,2,-23,0.0
CCCN1C[C@@H](C)[C@@H](OC)CN(C)C(=O)c2cc(NC(=O)Nc3ccccc3F)ccc2OC[C@H]1C,-3,16,0.2,-8,-5,nt,13,0.2
CC(=O)Nc1cccc(NC(=O)c2c(-c3ccccc3Cl)noc2C)c1,-1,nt,nt,6,-6,nt,0,nt
COc1ccccc1N(CC(O)CN1CCOCC1)S(=O)(=O)c1ccccc1 (stereo not given),-1,-18,0.4,1,-2,4,6,0.0
COc1ccc(NC(=O)c2cc(C3CCCCN3S(=O)(=O)Cc3ccccc3)on2)cn1 (stereo not given),51*,-16,-3.3,9,nt,9,0,0.0
Cc1cc2cc(CNC(=O)c3cccs3)ccc2n1C,-6,-30,-0.2,-12,11,2,-4,0.1
COc1ccc(N(CC(=O)Nc2ccccc2Cl)S(=O)(=O)c2ccc(C)cc2)cc1OC,-4,-17,-1.9,1,-1,-2,-6,0.0
O=C(N[C@@H]1CC[C@H](CCNS(=O)(=O)c2cccc(Cl)c2)O[C@@H]1CO)c1ccncc1,3,-5,-1.5,-4,-32,0,12,0.0
COc1ccc(CN(C)C[C@H]2OCCCC[C@H](C)Oc3ccc(NC(=O)Nc4c(C)noc4C)cc3C(=O)N([C@H](C)CO)C[C@@H]2C)cc1,0,2,1.4,2,9,-7,26,-1.1
C[C@H]1CN([C@@H](C)CO)C(=O)c2cccc(NC(=O)Nc3ccc(C(F)(F)F)cc3)c2O[C@H]1CN(C)Cc1ccncc1,2,0,1.0,8,4,-6,0,0.5
C[C@@H]1CCCCO[C@H](CN(C)C(=O)Nc2ccccc2)[C@@H](C)CN([C@H](C)CO)C(=O)c2cc(N(C)C)ccc2O1,0,-6,-1.1,-14,-3,3,-10,-0.1
CCCCCCSc1ccc([C@H]2N[C@@](Cc3ccccc3)(C(=O)OC)[C@H]3C(=O)N(C)C(=O)[C@@H]23)cc1OC,32,-15,-1.3,3,-2,0,nt,0.1
COCC(=O)Nc1ccc2c(c1)OC[C@H](C)N(C)C[C@H](C)[C@@H](OC)CN(C)C2=O,nt,-5,-0.1,nt,nt,-3,3,-0.3
Nc1c(C(=O)CSc2nnc(COc3ccc(Cl)cc3)o2)c(=O)[nH]c(=O)n1C1CC1,2,-17,7.6,3,-14,-7,4,0.2
COc1ccc(-c2cnc3nc(/N=C/N(C)C)nn3c2/N=C/N(C)C)cc1,-2,-13,0.0,-5,-3,8,21,0.0
O=C1c2[nH]c(=O)[nH]c(=O)c2CN1Cc1ccccc1,0,-7,-0.7,-7,-2,0,10,-0.1
Brc1ccc(CN2CCN(c3ccccc3)CC2)o1,-11,-9,nt,-2,-3,-1,nt,-0.1
O=C(CN1C(=O)CCS(=O)(=O)c2ccccc21)Nc1ccccc1F,1,2,0.9,-2,-7,3,5,-0.1
CCCCCc1cc(=O)oc2c(C(CCN3CCN(c4ccccc4)CC3)c3ccc4c(c3)OCO4)c(OC)cc(OC)c12 (stereo not given),4,28,2.7,-1,-1,-4,5,-0.1
Cc1ccc(OCC(=O)N2CCCCC2C)c([N+](=O)[O-])n1 (stereo not given),6,-12,-1.0,-5,nt,1,0,-0.1
CCOc1ccc2nc(NCCNC(=O)c3cc(OC)c(OC)c(OC)c3)c(C#N)cc2c1,nt,-12,-1.1,nt,-13,-29,9,-0.1
O=C1CCN(Cc2ccccc2)C=C1C(=O)c1ccccc1,-2,-23,4.3,1,-2,3,nt,-0.1
CN(C)CCN1CCN(C2CN(Cc3ccc([N+](=O)[O-])cc3)S(=O)(=O)C2)CC1 (stereo not given),1,2,2.5,-1,nt,nt,24,0.0
COc1ccccc1CNc1nc2nc(C)cc(=O)n2[nH]1,-11,nt,nt,-1,2,nt,10,nt

# Arranged by SMILES length (high to low): some entries from above.
SMILES,esBAF inh,RAD52 anneal inh,F508del corr,RAD54 inh,ARNT TACC3 PPI,ERAP1 inh,GSIS activator,Xi reactivation
C[C@H]1CN([C@@H](C)CO)C(=O)c2cccc(NC(=O)Nc3ccc(C(F)(F)F)cc3)c2O[C@H]1CN(C)Cc1ccncc1,2,0,1.0,8,4,-6,0,0.5
CCCN1C[C@@H](C)[C@@H](OC)CN(C)C(=O)c2cc(NC(=O)Nc3ccccc3F)ccc2OC[C@H]1C,-3,16,0.2,-8,-5,nt,13,0.2
COCC(=O)Nc1ccc2c(c1)OC[C@H](C)N(C)C[C@H](C)[C@@H](OC)CN(C)C2=O,nt,-5,-0.1,nt,nt,-3,3,-0.3
Nc1c(C(=O)CSc2nnc(COc3ccc(Cl)cc3)o2)c(=O)[nH]c(=O)n1C1CC1,2,-17,7.6,3,-14,-7,4,0.2
COc1ccc(N(CC(=O)Nc2ccccc2Cl)S(=O)(=O)c2ccc(C)cc2)cc1OC,-4,-17,-1.9,1,-1,-2,-6,0.0
CCOc1ccc2nc(NCCNC(=O)c3cc(OC)c(OC)c(OC)c3)c(C#N)cc2c1,nt,-12,-1.1,nt,-13,-29,9,-0.1
Cc1ccc(C(=O)N2CC(=O)Nc3ccc(F)cc3C2c2ccccc2)cc1 (stereo not given),-3,-13,2.6,-2,1,2,-23,0.0
O=C(CN1C(=O)CCS(=O)(=O)c2ccccc21)Nc1ccccc1F,1,2,0.9,-2,-7,3,5,-0.1
O=C1c2[nH]c(=O)[nH]c(=O)c2CN1Cc1ccccc1,0,-7,-0.7,-7,-2,0,10,-0.1
Cc1cc2cc(CNC(=O)c3cccs3)ccc2n1C,-6,-30,-0.2,-12,11,2,-4,0.1
Brc1ccc(CN2CCN(c3ccccc3)CC2)o1,-11,-9,nt,-2,-3,-1,nt,-0.1

# Next section:
SMILES,esBAF inh,RAD52 anneal inh,F508del corr,RAD54 inh,ARNT TACC3 PPI,ERAP1 inh,GSIS activator,Xi reactivation
Cc1ccc(NC(=O)c2oc3ccc(S(=O)(=O)N4CCOCC4)cc3c2C)c(C)c1,10,-6,-2.1,-4,nt,2,-6,0.1
CCC(=O)N1c2ccc(S(=O)(=O)NCCc3ccccc3)cc2CC1C (stereo not given),1,-2,1.3,9,-5,-5,-19,0.2
C[C@@H]1CN([C@@H](C)CO)C(=O)c2cccc(NC(=O)c3ccc(-c4nccs4)cc3)c2O[C@H]1CN(C)Cc1ccc(C(=O)O)cc1,-2,10,1.3,-13,-7,1,14,-0.9
CC(=O)c1cccc(S(=O)(=O)N2CCC(c3nc4ccccc4[nH]3)CC2)c1,-6,-17,1.6,-2,-3,-1,9,0.0
CCN1CCN(CCCNC(=O)c2ccc(NC(=O)C3=CSCCO3)cc2)CC1,8,2,1.9,-6,-1,0,-30,0.0
CCOc1cc(/C=N\n2nnnc2N)ccc1O,-8,1,-0.1,8,12,-2,21,0.2
CN(C)C(=O)c1ccc(-c2ccc([C@@H]3[C@H]4CN(C(=O)C5CCCC5)CCCCN4[C@H]3CO)cc2)cc1,nt,0,-3.9,0,-3,-3,nt,nt
COc1ccc(S(=O)(=O)N[C@@H]2CC[C@H](CC(=O)N3CCN(c4ccccc4)CC3)O[C@@H]2CO)cc1,12,-23,2.3,4,-8,3,-4,0.0
CC(=O)Nc1ccc(S(=O)(=O)N(Cc2cc3ccc(C)cc3[nH]c2=O)CC2CCCO2)cc1 (stereo not given),8,-18,-2.5,-7,-6,1,16,0.0
C[C@H]1CCCCO[C@H](CN(C)Cc2ccc(C(F)(F)F)cc2)[C@@H](C)CN([C@@H](C)CO)C(=O)c2cc(NC(=O)Cc3ccccc3)ccc2O1,-1,nt,5.3,0,6,nt,-32,0.0
CCCC(NC(=O)c1ccc(Br)o1)c1nc2ccccc2[nH]1 (stereo not given),9,-41,-3.6,3,-2,-2,nt,-0.1
CN1CCN(C(=O)C23CC4CC(C2)CC(c2ccccc2)(C4)C3)CC1,5,1,2.4,-4,-14,9,-5,0.0
C[C@@H]1c2ccccc2N2C[C@H](Cc3ccc(C(=O)c4ccccc4)cc3)C[C@@H]12,4,-3,-1.7,3,nt,2,-1,0.0
CSCCC(NC(=O)CCC(=O)OCC(=O)[C@@]1(O)CCC2[C@@H]3CCC4=CC(=O)C=C[C@]4(C)C3[C@@H](O)C[C@@]21C)C(=O)O (stereo not given in full),6,-5,7.3,-10,-6,1,-12,0.0
O=C(CSC1=NS(=O)(=O)c2cc(Cl)ccc2N1)Nc1cccc(F)c1,0,5,0.2,4,-3,-2,11,0.1
CC1(C(=O)NS(=O)(=O)c2ccccc2Cl)CCN1C(=O)c1ccco1 (stereo not given),-2,-5,3.3,-2,nt,5,-5,0.0
COc1ccc(N(C)S(=O)(=O)c2ccc3c(c2)CCC(=O)N3)cc1,1,-13,0.9,-11,-4,-3,25,nt
COc1ccc2c([N+](=O)[O-])c(N3CCCC3)[nH]c2c1,8,-20,-5.1,-4,-4,0,-3,0.0
CC(=O)c1cccc(S(=O)(=O)N2CCN(c3ccccc3F)CC2)c1,-5,-12,0.4,nt,-2,-1,-12,0.0
O=C(Nc1cccc2ccccc12)/C(=C/c1cccc([N+](=O)[O-])c1)NC(=O)c1cccs1,nt,nt,nt,-11,-2,nt,-14,0.0
COC(=O)[C@]12CCCCC=C1N(CCc1ccc(OC)c(OC)c1)C(=O)[C@H](CC(=O)N1CCCC1)C2,nt,-7,-0.4,nt,nt,-3,nt,0.2
Cc1ccc(-c2nn(-c3ccccn3)c(=O)c3ccccc23)cc1C,-12,-2,0.6,5,0,3,nt,0.1
c1ccc(-n2nnnc2NC2CCCCC2)cc1,8,-11,-1.2,-6,27,1,1,nt
C=CCC1CCCCC12NC(=O)N(c1ccccc1)N2 (stereo not given),nt,-18,-1.0,9,5,14,5,-0.1
CC(=O)c1ccc(NC(=O)CCc2nc3sc4c(c3c(=O)[nH]2)CCCC4)cc1,nt,-25,0.0,nt,-19,2,-13,0.1
# (further entries)
SMILES,esBAF inh,RAD52 anneal inh,F508del corr,RAD54 inh,ARNT TACC3 PPI,ERAP1 inh,GSIS activator,Xi reactivation
CN(C)S(=O)(=O)c1cccc(NC(=O)c2ccc(S(=O)(=O)N3CCCC3)cc2)c1,nt,-2,-0.2,nt,nt,0,-16,0.1
CO[C@H]1CN(C)C(=O)c2cc(NC(=O)c3ccccc3)ccc2OC[C@H](C)N(C)C[C@H]1C,-1,8,-0.8,2,-7,1,20,0.0
COc1ccccc1N1CCN(C(=O)c2cc(S(=O)(=O)N3CCOCC3)ccc2C)CC1,nt,-4,3.4,4,4,-1,-10,0.0
COc1cccc(SCC2CSc3nc4ccccc4c(=O)n32)c1 (stereo not given),nt,-4,2.4,nt,3,1,9,0.3
CCOC(=O)CN(C(=O)CSc1nnnn1C)c1ccccc1,2,-8,1.9,-7,-19,1,-9,0.1
Cc1ccc(OCC(=O)NNC(=O)C2CCC2)cc1C,-2,6,-1.9,-9,3,3,4,0.1
CC(C)c1ccc(C(=O)NCCCNC(=O)c2cnccn2)cc1,-6,-12,-1.5,-5,1,-5,0,0.0
C[C@@H]1CN([C@H](C)CO)C(=O)c2c(c3ccccc3n2C)-c2ccccc2CO[C@@H]1CN(C)S(=O)(=O)Cc1ccccc1,3,-9,1.3,-10,6,-2,9,-1.0
CC1(C2CC2)NC(=O)N(CC(=O)Nc2ccccc2-c2ccccc2)C1=O (stereo not given),7,-10,-4.1,nt,-6,nt,-3,0.3
